p53 reactivation – re-activators of mutant p53; actives 0.063% (n = 320,000); AID 504706; H1299 p53-A138V BP100-luciferase reporter, luminescence, 24 h; Potency, µM (doses to about 92.2 µM), for inactives: top-dose activity change, positive = activation, usual class: activators; further: potency means the concentration at half of the fitted maximal effect; % of control where 0% means no effect; nearly all actives have a fitted effect of over 45% in size
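p53-null H1299 cells stably carrying temperature-sensitive p53-A138V and a BP100-luciferase reporter were pinned with compounds (4-point, 1:5 series) and held 24 hrs at 37 deg C. Luminescence was read 10 min after detection reagent.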
MLL CXXC-DNA inh – inhibitors of human MLL CXXC domain-DNA interaction. Q03164. MLL-CXXC / FITC-HOXA9 DNA fluorescence polarization. Potency, µM (top dose mostly 115 µM), for the others: top-dose activity change, negative = inhibition, usual class: inhibitors. actives 0.037% (n = 290,000); active means well fitted inhibition curve with a large enough effect in the polarisation, with a control signal flat, not every such curve was filed as active; inconclusive means small, poorly fitted or top-dose-only effect, or effect the other way, or a change in a side signal; inactive means no such curve, though single readings can be large or run the other way; the % refers to the polarisation; further: potency means the concentration at half of the fitted maximal effect
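Steps: dispense CXXC domain solution (7 uM) → pin compounds or unlabeled HOX-A9 DNA control → 5 min ambient → add FLSN-HOX-A9 solution (50 nM) → spin → 30 min ambient → fluorescence polarization. Tris pH 7.5/NaCl/DTT/BSA buffer.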
TSG101-PTAP inh – blocks PTAP/TSG101 interaction to inhibit HIV-1 budding | 340,000 tested, under 10 active | Potency, µM (series often up to 115 µM), for inactives: top-dose activity change, negative = inhibition, usual class: inhibitors | Fluorescence polarization, FITC-PTAP peptide / Tsg101 binding | Q99816; active means well fitted inhibition curve with a large enough effect in the main read-out, with a control signal flat, not every such curve was filed as active; inconclusive means small, poorly fitted or top-dose-only effect, or effect the other way, or a change in a side signal; inactive means no such curve, though single readings can be large or run the other way; further: potency means the concentration at half of the fitted maximal effect; % of control where 0% means no effect
Target sequence (Q99816 whole entry, looked up): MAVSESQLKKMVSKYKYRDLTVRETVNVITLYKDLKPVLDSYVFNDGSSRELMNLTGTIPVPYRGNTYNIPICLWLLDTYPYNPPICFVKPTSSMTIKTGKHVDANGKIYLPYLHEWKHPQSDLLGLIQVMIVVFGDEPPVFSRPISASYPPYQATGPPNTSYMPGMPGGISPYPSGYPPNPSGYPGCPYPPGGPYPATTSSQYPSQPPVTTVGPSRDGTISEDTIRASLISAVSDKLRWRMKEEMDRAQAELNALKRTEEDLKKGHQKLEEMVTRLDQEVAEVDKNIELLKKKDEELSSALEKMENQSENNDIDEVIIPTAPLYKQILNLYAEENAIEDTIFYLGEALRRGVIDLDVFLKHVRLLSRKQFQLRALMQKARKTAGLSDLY
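Fluorescence anisotropy tracks displacement of a FITC-tagged PTAP peptide (50 nM) from the Tsg101 binding domain (10 uM), following a 20 min room-temperature incubation at pH 7.5.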
ELG1 DNA repair – blocks ELG1-dependent DNA repair in HEK293T cells | HEK293T ELG1-luciferase reporter, luminescence, 16 h; DNA damage induced by 5-fluorouridine | Potency, µM (doses to about 46.1 µM), without a hit: at the top dose activity change, negative = inhibition, usual class: inhibitors | actives 2.3% (n = 330,000) | AID 504467; further: potency means the concentration at half of the fitted maximal effect; on the % scale 0 is the no-effect control and ±100 the full control effect; nearly all actives have a fitted effect of over 55% in size
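HEK293T cells expressing luciferase-tagged ELG1 (2,000/well) received 5-Fluorouridine plus compound or DMSO for 16 hr at 37 °C. Luciferase was read by ONE-Glo luminescence after 30 min at room temperature.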
TRPV1 ag – agonists of human vanilloid receptor 1 (TRPV1); Q8NER1; TRPV1-expressing cells, Fluo-8 calcium influx, agonist mode; activation, % at 8.33 µM; actives 0.19% (n = 320,000); in the data active means activation above about 80%; inconclusive means between about 30% and that limit; further: 0% is about no effect
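Cells expressing TRPV1 were dye-loaded with Fluo-8 and read kinetically: 10 s baseline, 3 min after compound (agonist portion), then 2 min after EC20 capsaicin (allosteric enhancer portion). Calcium-bound dye fluorescence at 480/520 nm.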
B2AR arrestin – beta2AR (human) beta-arrestin recruitment activity; actives 0.02% (n = 330,000); beta-arrestin recruitment to beta2AR, cell-based reporter; P07550; Potency, µM (highest dose often 46.1 µM), for the others: at the highest dose activation, most hits filed as activators;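 further: potency means the concentration at half of the fitted maximal effect; 0% = DMSO controls and full agonism = EC100 isoproterenol or metaproterenol; nearly all actives have a fitted effect of over 65% in size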
Target sequence (P07550 whole entry, looked up): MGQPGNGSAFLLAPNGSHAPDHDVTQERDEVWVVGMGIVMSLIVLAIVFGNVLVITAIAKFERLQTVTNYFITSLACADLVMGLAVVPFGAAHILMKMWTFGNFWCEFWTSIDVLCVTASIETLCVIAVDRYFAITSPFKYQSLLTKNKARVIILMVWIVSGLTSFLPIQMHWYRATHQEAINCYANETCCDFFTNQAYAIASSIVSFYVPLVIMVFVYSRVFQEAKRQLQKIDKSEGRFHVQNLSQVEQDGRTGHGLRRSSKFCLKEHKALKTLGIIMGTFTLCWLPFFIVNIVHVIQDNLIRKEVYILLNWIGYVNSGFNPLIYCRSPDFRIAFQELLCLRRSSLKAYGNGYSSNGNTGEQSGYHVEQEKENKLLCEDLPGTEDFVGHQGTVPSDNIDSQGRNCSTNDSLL
Integrin act MD – integrin-mediated muscular dystrophy alleviation activation | alpha7betagal myoblasts, beta-gal FDG fluorescence, 48 h | Potency, µM (doses to about 38.3 µM), inactives show at the highest dose activation, hits mostly activators | actives 0.064% (n = 350,000);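 further: potency means the concentration at half of the fitted maximal effect; 100% = response of the positive control SU9516; nearly all actives have a fitted effect of over 60% in size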
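alpha7betagal+/- myoblasts (passage 13, 250/well) treated 48 h at 37C with compounds at 1:260 dilution of DMSO stock. Lysed, then beta-galactosidase activity read as FDG fluorescence (ex 480/em 540) after 30 min, with pre-read for autofluorescence.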
TCR act – activators of T cell receptors. 330,000 tested, under 10 active. Potency, µM (titrated, usually from 9.22 µM), inactives show top-dose activation of IL-2 secretion, most hits filed as activators. primary human leukocytes, anti-CD3, IL-2 HTRF, 48 h. AID 504894; further: % of control where 0% means no effect
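IL-2 release read by HTRF sandwich (Eu cryptate donor, d2 acceptor, 665 nm emission) after 48 hr exposure of primary human leukocytes to compound together with anti-CD3 beads in the absence of co-stimulatory signals.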
AT treatment – potential ataxia-telangiectasia treatment. actives 0.19% (n = 320,000). […] A-T fibroblasts, KAP-1 phosphorylation AlphaLISA; neocarzinostatin DNA damage 30 min before lysis. AID 485349. Potency, µM (top dose mostly 57.5 µM), inactives show top-dose activation, actives largely listed as activators; further: potency means the concentration at half of the fitted maximal effect; % of control where 0% means no effect; nearly all actives have a fitted effect of over 45% in size
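ATM-like activity read as KAP-1 phosphorylation via AlphaLISA donor/acceptor antibody pairs after lysis and 6 hr at 25C. Cells were ATM-null patient fibroblasts ([…], hTERT), dosed 60 min, then exposed to the DSB inducer NCS for 30 min.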
BRCA1 expr up – activators of BRCA1 expression | MCF7-BRCA1-FFLuc reporter, luminescence, 48 h; response scale: scaled: vehicle 0%, 10 µM genistein 100% | Potency, µM (series often up to 46.1 µM), inactives show at the highest dose activation, hits mostly activators | actives 1.1% (n = 380,000) | AID 624202; further: potency means the concentration at half of the fitted maximal effect; nearly all actives have a fitted effect of over 80% in size; some results filed as inactive show a strong effect at the top dose
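First, MCF7-BRCA1-FFLuc cells (2000/well) attach for 2 h; next, compounds are pin-added and incubated 48 h at 37 °C; finally, luciferase reagent is added and luminescence read after 15 min.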
* marks the source's active call; other numbers are inactive results; [ ] = dose if it differs, or a comment. Unless noted, the call rests on the fitted dose curve; in most records, active means well fitted curve in the direction sought with a large enough effect; inconclusive means small, poorly fitted or top-dose-only effect, or another doubt; inactive means no such curve, though single readings can be large; an effect the other way counts as inactive or inconclusive.

Preview, two compounds:
What do the screens show for `O=C(c1ccccc1F)N1CCN(S(=O)(=O)c2ccc3ccccc3c2)CC1`?
MLL CXXC-DNA inh: -11%; TSG101-PTAP inh: -7%; ELG1 DNA repair: -24%; TRPV1 ag: 4; B2AR arrestin: -0.1%; Integrin act MD: -22%; TCR act: -13%; AT treatment: 10%; BRCA1 expr up: -24%

Results for COc1nc(NC(C)=O)nc(C)c1Br ?
p53 reactivation: 7%; MLL CXXC-DNA inh: -4%; ELG1 DNA repair: 16%; B2AR arrestin: -0.1%; AT treatment: 14%

This part in full, from the first entry:
What do the screens show for `O=C(c1ccccc1F)N1CCN(S(=O)(=O)c2ccc3ccccc3c2)CC1`?
MLL CXXC-DNA inh: -11%; TSG101-PTAP inh: -7%; ELG1 DNA repair: -24%; TRPV1 ag: 4; B2AR arrestin: -0.1%; Integrin act MD: -22%; TCR act: -13%; AT treatment: 10%; BRCA1 expr up: -24%

Results for COc1nc(NC(C)=O)nc(C)c1Br ?
p53 reactivation: 7%; MLL CXXC-DNA inh: -4%; ELG1 DNA repair: 16%; B2AR arrestin: -0.1%; AT treatment: 14%

What do the screens show for `COc1ccc(N(CC(=O)NC2CCCCC2)S(=O)(=O)c2c(C)[nH]c(=O)[nH]c2=O)cc1`?
p53 reactivation: 3%; MLL CXXC-DNA inh: 2%; TSG101-PTAP inh: -4%; ELG1 DNA repair: 9%; TRPV1 ag: 0; B2AR arrestin: -0.6%; Integrin act MD: 7%; TCR act: -2%; AT treatment: 15%; BRCA1 expr up: -6%

Results for CCc1cc2c(=O)n3c(nc2s1)-c1[nH]c2ccc(OC)cc2c1CC3 ?
p53 reactivation: 4%; MLL CXXC-DNA inh: 14%; TSG101-PTAP inh: 2%; ELG1 DNA repair: inconclusive; TRPV1 ag: inconclusive; B2AR arrestin: -1.4%; Integrin act MD: 11%; TCR act: -1%[46.1 µM]; AT treatment: -3%; BRCA1 expr up: inconclusive

What do the screens show for `CC(C)(C)C1C/C(=C/c2ccco2)C(=O)/C(=C/c2ccco2)C1` (configuration not stated)?
p53 reactivation: -15%; MLL CXXC-DNA inh: 15%; TSG101-PTAP inh: 4%; ELG1 DNA repair: 7%; TRPV1 ag: 25; B2AR arrestin: 0.1%; Integrin act MD: -12%; TCR act: 7%[46.1 µM]; AT treatment: 5%; BRCA1 expr up: -53%

Results for COc1ccc(Cl)cc1NS(=O)(=O)c1cccc(C(=O)NC2CCN(Cc3ccccc3)CC2)c1 ?
TSG101-PTAP inh: 0%; Integrin act MD: -53%[inhibitor]; TCR act: -1%; BRCA1 expr up: -37%

Results for Cc1ccc(S(=O)(=O)NC(CC(C)C)C(=O)NCC(c2ccco2)N2CCCCC2)cc1 (configuration not stated) ?
p53 reactivation: 4%; TSG101-PTAP inh: -4%; ELG1 DNA repair: inconclusive; TRPV1 ag: 7; B2AR arrestin: -0.1%; Integrin act MD: -14%; TCR act: 0%; AT treatment: -5%; BRCA1 expr up: 12%

Results for O=C(NC1CCCCC1)[C@@H]1CC=C[C@@H]2CCN(C3CCCCC3)C(=O)[C@@H]21 ?
TSG101-PTAP inh: 1%; Integrin act MD: 26%; TCR act: 4%; BRCA1 expr up: 0%

What do the screens show for `O=Cc1cnc2ccccc2c1-c1ccccc1`?
p53 reactivation: -11%; MLL CXXC-DNA inh: -5%; TSG101-PTAP inh: 1%; ELG1 DNA repair: -4%; TRPV1 ag: 0; B2AR arrestin: -0.2%; Integrin act MD: -3%; TCR act: 16%; AT treatment: -7%; BRCA1 expr up: 8%

How did COc1ccc(S(=O)(=O)CCC(=O)NCCc2ccc(Cl)cc2)cc1 do in these assays?
p53 reactivation: 1%; MLL CXXC-DNA inh: -11%; TSG101-PTAP inh: 0%; ELG1 DNA repair: 5%; TRPV1 ag: 18; B2AR arrestin: 0.2%; Integrin act MD: 13%; TCR act: -8%; BRCA1 expr up: -15%

What do the screens show for `O=C(CSc1nc2c(c(=O)n1-c1ccccc1)SCC2)NCC1CCCO1` (configuration not stated)?
p53 reactivation: -3%; MLL CXXC-DNA inh: 1%; TSG101-PTAP inh: -5%; ELG1 DNA repair: -2%; TRPV1 ag: -1; B2AR arrestin: -0.7%; Integrin act MD: 12%; TCR act: 4%; AT treatment: -9%; BRCA1 expr up: 18%

What do the screens show for `CCOC(=O)c1sc2ccc(S(=O)(=O)N3CC(C)CC(C)C3)cc2c1N` (configuration not stated)?
p53 reactivation: -6%; MLL CXXC-DNA inh: 2%; TSG101-PTAP inh: -1%; ELG1 DNA repair: 7%; TRPV1 ag: -1; B2AR arrestin: 3.7%; Integrin act MD: -21%; TCR act: 4%; AT treatment: -7%; BRCA1 expr up: -24%

How did CCc1cc2c(NCc3ccccc3)nc(C)nc2s1 do in these assays?
MLL CXXC-DNA inh: -3%; TSG101-PTAP inh: 1%; ELG1 DNA repair: -10%; TRPV1 ag: 23; B2AR arrestin: -0.3%; Integrin act MD: -52%[inhibitor]; TCR act: -1%; AT treatment: 5%; BRCA1 expr up: -31%

How did COC(=O)C(C)NC(=O)C(C)NC(=O)OCc1ccccc1 (configuration not stated) do in these assays?
p53 reactivation: -8%; MLL CXXC-DNA inh: -4%; TSG101-PTAP inh: -3%; ELG1 DNA repair: -1%; TRPV1 ag: 2; B2AR arrestin: -0.4%; Integrin act MD: -19%; TCR act: 4%; AT treatment: -3%; BRCA1 expr up: -29%

Results for CCOC(=O)c1ccc2ncc(C(=O)OCC)c(NCCCN3CCOCC3)c2c1 ?
p53 reactivation: -4%; MLL CXXC-DNA inh: -28%; TSG101-PTAP inh: -2%; ELG1 DNA repair: inconclusive; TRPV1 ag: 10; B2AR arrestin: 0.3%; Integrin act MD: 23%; AT treatment: 3%; BRCA1 expr up: -17%

How did Cc1cc(C(=O)CSc2nnc(Cc3ccccc3)o2)c(C)n1Cc1ccc2c(c1)OCO2 do in these assays?
p53 reactivation: -5%; MLL CXXC-DNA inh: -6%; TSG101-PTAP inh: 2%; ELG1 DNA repair: -8%; TRPV1 ag: 0; B2AR arrestin: -0.8%; Integrin act MD: -27%; TCR act: -1%; AT treatment: 3%; BRCA1 expr up: -27%

How did CCN(/N=C/c1ccc(N(C)C)cc1)c1nc2ccccc2[nH]1 do in these assays?
p53 reactivation: -12%; MLL CXXC-DNA inh: 10%; TSG101-PTAP inh: -4%; ELG1 DNA repair: inconclusive; TRPV1 ag: inconclusive; B2AR arrestin: -0.4%; Integrin act MD: 1%; TCR act: inconclusive; AT treatment: -6%; BRCA1 expr up: 13%

How did O=C(C1=C(O)C(=O)N(CCCN2CCOCC2)C1c1ccncc1)c1cc2ccccc2o1 (configuration not stated) do in these assays?
p53 reactivation: -4%; MLL CXXC-DNA inh: 6%; ELG1 DNA repair: inconclusive; TRPV1 ag: 1; B2AR arrestin: -1.0%; TCR act: -5%[46.1 µM]; AT treatment: 6%

How did Nc1nc(NCC2CCCO2)nc(NCC2CCCO2)c1[N+](=O)[O-] (configuration not stated) do in these assays?
p53 reactivation: -2%; MLL CXXC-DNA inh: 18%; TSG101-PTAP inh: -3%; ELG1 DNA repair: -4%; TRPV1 ag: 0; B2AR arrestin: -0.2%; Integrin act MD: -3%; TCR act: -3%[46.1 µM]; AT treatment: 4%; BRCA1 expr up: -5%

How did Cc1ccc(S(=O)(=O)NCCC(=O)NC(C)CCc2ccccc2)cc1 (configuration not stated) do in these assays?
p53 reactivation: -2%; TSG101-PTAP inh: -4%; ELG1 DNA repair: -13%; TRPV1 ag: 0; B2AR arrestin: -0.1%; Integrin act MD: -12%; TCR act: -1%; AT treatment: 3%; BRCA1 expr up: -18%

Results for Cc1ccc(NC(=O)COC(=O)CCc2ccc(S(=O)(=O)N3CCOCC3)cc2)c(C)c1 ?
p53 reactivation: 7%; MLL CXXC-DNA inh: -7%; TSG101-PTAP inh: 0%; ELG1 DNA repair: -1%; TRPV1 ag: 1; B2AR arrestin: 0.1%; Integrin act MD: -3%; TCR act: -6%; AT treatment: 2%; BRCA1 expr up: 1%

How did COc1cccc(NC(=O)CCC2CCN(C(=O)c3cncs3)CC2)c1 do in these assays?
p53 reactivation: -11%; MLL CXXC-DNA inh: 13%; TSG101-PTAP inh: -3%; ELG1 DNA repair: -7%; TRPV1 ag: -9; B2AR arrestin: -0.5%; Integrin act MD: 3%; TCR act: 3%; AT treatment: 16%; BRCA1 expr up: 0%

What do the screens show for `COc1cc(/C=C/C(=O)OCC(=O)c2ccc[nH]2)cc(OC)c1OC`?
p53 reactivation: 10%; TSG101-PTAP inh: -1%; ELG1 DNA repair: 9%; B2AR arrestin: -0.5%; Integrin act MD: 3%; TCR act: 2%; AT treatment: 29%; BRCA1 expr up: -7%

What do the screens show for `O=C(COc1ccc(Cl)cc1[N+](=O)[O-])NC1CCCCC1`?
p53 reactivation: 2%; MLL CXXC-DNA inh: inconclusive; TSG101-PTAP inh: -2%; ELG1 DNA repair: inconclusive; TRPV1 ag: 9; B2AR arrestin: -0.5%; Integrin act MD: -16%; TCR act: -6%; AT treatment: 5%; BRCA1 expr up: inconclusive

Source: PubChem
